# Compound activity from PubChem.
# M4 antag – blocks acetylcholine activation of human M4 receptor; P08173; CHO-hM4 cells, ACh EC80, Fluo-8 calcium fluorescence; inhibition, % at 3 µM; 0.73% of 360,000 active; AID 624125;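 active = inhibition above its plate's cutoff, the mean inhibition of sample wells plus 3 SD, cut at about 27% in these data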;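 note: 0% = acetylcholine EC80 with DMSO and 100% = DMSO without agonist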
# CRFR2-BP antag – blocks CRF-induced signaling of the CRF-BP/CRF-R2 complex; HEK293 CRF-R2/CRF-BP, CRF-induced calcium fluorescence; inhibition, % at 11.8 µM; 0.59% of 350,000 active; AID 588475;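 active = inhibition of the ligand-induced calcium signal above about 50% at the single tested concentration, limit read from the data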
# CHRM4 agonist – CHRM4 agonism in calcium assay | P08173 | CHO-K1 hM4/Gqi5, Fluo-8 calcium fluorescence; vehicle 0%, full acetylcholine response 100% | activation, % at 3 µM | AID 624127 | 0.14% of 360,000 active;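 active = activation above the run mean over all test wells plus 3 SD, cut at about 32% in these data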;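 note: peak over basal fluorescence ratio per well then scaled between controls; 0% = DMSO wells and 100% = acetylcholine at EC100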
# CRFBP-R2 agonist – agonists of human CRF-binding protein/CRF-R2 receptor complex; HEK293 CRF-R2/CRF-BP, calcium dye fluorescence (FLIPR); percent of saturating CRF peptide response; 0.46% of 350,000 active; activation, % at 13.2 µM;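 active = activation of at least 50%, plus an integration ratio under a set limit after plate pattern correction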;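 note: plate controls were neutral control wells without compound for no effect and CRF at EC100 for full effect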
# CHRM5 antagonist – antagonists of human muscarinic M5 receptor (CHRM5); P08912; CHO-hM5 cells, Fluo-8 calcium fluorescence, ACh EC80; inhibition, % at 3 µM; 0.59% of 360,000 active; AID 624040;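 active = inhibition above a per-plate cutoff, the mean of that plate's test compounds plus 3 SD, cut at about 27% in these data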;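 note: 0% = acetylcholine EC80 with DMSO and 100% = DMSO without agonist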
# Target sequence (P08912 whole entry, looked up): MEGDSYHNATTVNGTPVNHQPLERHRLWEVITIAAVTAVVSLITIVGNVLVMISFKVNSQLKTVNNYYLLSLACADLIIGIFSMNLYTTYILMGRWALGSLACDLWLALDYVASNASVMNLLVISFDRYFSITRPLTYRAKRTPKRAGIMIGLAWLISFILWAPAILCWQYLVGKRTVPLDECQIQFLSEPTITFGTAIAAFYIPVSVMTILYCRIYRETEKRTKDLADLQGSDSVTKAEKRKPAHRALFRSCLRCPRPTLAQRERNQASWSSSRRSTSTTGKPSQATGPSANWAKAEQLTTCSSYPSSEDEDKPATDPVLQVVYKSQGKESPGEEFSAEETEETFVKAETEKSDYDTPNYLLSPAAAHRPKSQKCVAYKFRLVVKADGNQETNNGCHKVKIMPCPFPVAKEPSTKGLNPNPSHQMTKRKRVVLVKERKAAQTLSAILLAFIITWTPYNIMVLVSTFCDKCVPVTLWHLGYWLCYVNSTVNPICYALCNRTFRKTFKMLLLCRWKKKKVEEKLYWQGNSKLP
# M5 PAM – CHRM5 positive allosteric modulation; AID 624038; CHO-K1 hM5, Fluo-8 calcium, ACh EC20 PAM; 0% = ACh EC20, 100% = ACh EC100; activation, % at 3 µM; P08912; 0.3% of 360,000 active;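 active = activation above the run cutoff, the mean activation of all test compounds plus 3 SD, cut at about 18% in these data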
#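 System: CHO-K1 hM5 cells. Reagent: acetylcholine, EC20 level. Compound dosing: single dose, 3 µM nominal final test concentration. Timing: Post-acetylcholine fluorescence recording 140 s. Detection: Fluo-8 calcium fluorescence. Read-out: % activation, ACh-normalized. Benchmarks: ACh EC20 and EC100 wells. Repeats: singlicate, one well per test compound.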
# CHRM5 agonist – CHRM5 agonism in calcium assay; P08912; CHO-K1 hM5 cells, Fluo-8 calcium fluorescence; 0% DMSO wells, 100% maximal acetylcholine response; activation, % at 3 µM; 0.19% of 360,000 active; AID 624037;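 active = activation above the run's mean over test compounds plus 3 SD, cut at about 23% in these data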;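 note: signal is peak over basal fluorescence ratio across the kinetic read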
# CHRM4 PAM – potentiates acetylcholine response at human M4 receptor; P08173; CHO-K1 hM4/Gqi5, Fluo-8 calcium fluorescence, ACh EC20; 0% = ACh EC20, 100% = maximal ACh; activation, % at 3 µM; 0.4% of 360,000 active;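 active = activation above its plate's cutoff, the mean activation of sample wells plus 3 SD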; note: some results filed as inactive read as strong as hits
# M1 PAM – positive allosteric modulators of human M1 muscarinic receptor. P11229. activation, % at 3 µM. CHO-K1 hM1, Fluo-8 calcium fluorescence, ACh EC20; 0% = ACh EC20, 100% = maximal ACh. 0.088% of 360,000 active; in the data active = activation above about 19%, passing the limit was not always enough
# Target sequence (P11229 whole entry, looked up): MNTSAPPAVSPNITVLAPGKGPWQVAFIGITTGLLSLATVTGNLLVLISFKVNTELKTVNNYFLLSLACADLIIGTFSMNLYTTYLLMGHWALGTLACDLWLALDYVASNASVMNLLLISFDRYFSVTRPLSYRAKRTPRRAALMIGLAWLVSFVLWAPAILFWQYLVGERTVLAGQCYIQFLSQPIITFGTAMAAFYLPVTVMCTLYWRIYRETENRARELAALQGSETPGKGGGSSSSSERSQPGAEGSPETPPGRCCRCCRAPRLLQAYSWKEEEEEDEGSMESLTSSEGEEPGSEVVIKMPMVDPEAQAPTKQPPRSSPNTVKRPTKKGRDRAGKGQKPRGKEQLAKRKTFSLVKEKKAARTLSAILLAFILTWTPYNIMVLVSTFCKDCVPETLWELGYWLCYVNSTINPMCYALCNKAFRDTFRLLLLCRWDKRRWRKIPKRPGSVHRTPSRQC
# * = called active by the depositor; / = not tested or not shown.
Molecule	M4 antag	CRFR2-BP antag	CHRM4 agonist	CRFBP-R2 agonist	CHRM5 antagonist	M5 PAM	CHRM5 agonist	CHRM4 PAM	M1 PAM
O=C(NCCC1=CCCCC1)C1CCC(CNc2nc(=S)[nH]c3ccccc23)CC1 (stereo unspecified)	-8	2	0	4.2	2	9	0	4	7
CCc1cc(=O)n2[nH]c(C)c(-c3ccc(OC)cc3)c2n1	2	5	-1	-1.7	-2	-2	0	-1	3
CCNC(=O)c1ccc(CSc2ccc(Cl)cc2)cc1	-11	4	5	-0.3	8	-13	2	0	1
CC(C)n1c(=O)[nH][nH]c1=S	8	9	0	-1.4	15	-3	-3	-4	0
O=C(NC1CCCCCC1)C1CCC(=O)N(Cc2ccccc2F)C1 (stereo unspecified)	6	-9	1	-0.8	-4	12	1	3	10
Cc1ccc(S(=O)(=O)N2C3CCCCC3O[C@H]2CC(=O)c2cccs2)cc1 (stereo partly specified)	-3	/	3	/	-14	13	1	-2	/
CCN1CCCC1CNC(=O)c1ccccc1Cl (stereo unspecified)	-4	1	1	1.1	-5	-7	-9	9	13
Cc1cc(C)nc(/N=C(/NC(=O)Nc2cccc(Cl)c2)Nc2ccccc2)n1	8	-10	0	6.4	-7	-2	1	-2	1
CCCCn1c(N)c(N(CC(C)C)C(=O)C2CCN(S(=O)(=O)c3ccc(C)c(C)c3)CC2)c(=O)[nH]c1=O	-2	17	1	-0.4	1	-1	-1	3	8
COc1cc(CNC23CC4CC(CC(C4)C2)C3)ccc1OCc1ccccc1	22	-18	4	0.7	-1	0	-1	-18	-15
CCCc1nc(SC2CCCC2)c2c(=O)n(C)c(=O)n(C)c2n1	0	-30	0	1.3	3	1	1	5	2
CCOC(=O)c1cc2c(s1)-c1c(C)cccc1OC2	-10	-30	0	9.8	-2	-1	1	6	6
C=CCc1c(C)nc(-c2ccccc2)nc1N/N=C/c1ccccc1	-17	-19	0	-1.4	-1	-4	-4	11	4
COCCNCC1C(Oc2ccc(Cl)cc2)C(=O)N1c1ccccc1C (stereo unspecified)	-6	-19	4	0.7	-14	5	1	0	5
Cc1ccc(C)c(C(=O)OCC(=O)NC(=O)NCc2ccccc2)c1	-16	-1	-1	1.4	-7	-2	-3	6	3
COc1ccccc1OCc1ccc(C(=O)OCC2CCCO2)o1 (stereo unspecified)	0	5	2	-2.6	-1	2	1	5	13
COc1cccc(NC(=O)CCC2CCN(C(=O)C(OC)c3ccccc3)CC2)c1 (stereo unspecified)	-5	6	1	-0.6	-3	-1	0	0	0
CC(=O)c1ccc(N2CCCCC2)c(F)c1	-13	-16	0	0.7	0	12	-4	3	10
Cc1cc(C)n(CCNC(=O)CC2C(=O)NCCN2CC2CCCCC2)n1 (stereo unspecified)	-7	-18	1	1.1	3	-4	-4	5	11
CSc1ccccc1NC(=O)CSc1n[nH]c(N)n1	7	-14	0	4.2	1	0	1	-4	7
CCc1ccc(OCC(=O)Nc2cccc3nsnc23)cc1	-7	-23	-1	6.9	-2	-1	-2	1	4
CCN1C(=O)c2cccc3c(S(=O)(=O)N(C(=O)c4ccncc4)c4ccc(OC)cc4)ccc1c23	2	12	13	-0.9	11	-8	1	-4	-6
Cc1onc(-c2ccccc2)c1C(=O)Nc1c(C)n(C)n(-c2ccccc2)c1=O	9	-7	-1	2.2	2	-2	-1	2	5
CCc1ccc(S(=O)(=O)NCc2cn3ccsc3n2)s1	0	3	6	-1.1	3	-6	4	3	6
COc1ccc(N(CC(O)CN2C(=O)NC(C)(C)C2=O)S(=O)(=O)c2ccc(C)cc2)cc1 (stereo unspecified)	-3	17	0	-0.7	-5	1	-1	-2	11
Cn1c(SCc2cccc(Br)c2)nnc1-c1ccncc1	-4	20	1	-0.3	-4	9	-8	4	7
Cc1ccc(S(=O)(=O)N2CCOCC2)cc1C(=O)NC1CCN(Cc2ccccc2)CC1	7	56*	1	2.8	1	11	-5	1	10
CC1CCN(C(=O)c2cccc(S(=O)(=O)N3CCCCC3)c2)CC1	-11	-11	3	-0.7	-5	-4	2	9	6
C=CC[C@H](CC(=O)N(CCO)Cc1ccccc1)C(=O)N[C@@H](C)COC(=O)[C@@H](CC=C)Cc1ccc(F)cc1	5	8	19	-4.1	9	-15	4	-12	-7
CN(C)C(=S)NC(=NCc1ccc([N+](=O)[O-])cc1)c1ccccc1	-10	10	-2	2.8	-3	8	-4	0	-7
O=C(CC1(O)C(=O)N(Cc2cccc3ccccc23)c2ccccc21)c1cccnc1 (stereo unspecified)	7	-34	4	0.4	4	-1	0	-10	7
Cc1nc2c(cnn2-c2ccccc2)c(=O)[nH]1	4	11	1	0.1	-2	-2	1	-6	6
c1ccc(CNc2ccc3c(c2)ncn3C2CCCCC2)nc1	4	27	4	-0.5	-4	-2	1	-4	4
COc1ccc(-n2c(SCc3ccccn3)nc3c(c2=O)SCC3)cc1OC	-12	9	-3	0.1	-5	10	-2	14	4
CCn1c(=O)c(C(=O)NNC(=O)c2ccccc2F)c(O)c2ccccc21	-3	27	4	100*	3	5	-1	-11	17
CSc1ccc(Cc2ccc(Cl)cc2Cl)nn1	12	-4	-2	0.1	3	-1	-3	-5	1
O=C(CSc1nccc(=O)[nH]1)Nc1ccc(F)c([N+](=O)[O-])c1	1	14	0	-2.8	-3	5	-3	4	4
COc1ccc(C(=O)NC(=S)NNC(=O)[C@H]2C[C@@H]2c2ccccc2)cc1OC	-7	-4	28	38	14	-5	10	-21	11
Brc1ccccc1-c1nnc(SCc2nc3ccccc3s2)o1	-1	20	2	0.7	0	3	-2	-2	1
COCCNC(=O)C(NC(=O)C1CCC(C)CC1)C(C)C (stereo unspecified)	-5	-1	1	-0.1	-4	1	4	3	-1
O=C(c1ccco1)N1CCN(S(=O)(=O)N2CCOCC2)CC1	3	26	0	-0.2	-2	-2	2	4	7
Cc1cc(C)c(NC(=O)CNC(=O)c2ccc3c(=O)n4c(nc3c2)CCC4)c(C)c1	0	19	0	-2.4	3	-11	1	-2	11
Cc1cc(C)c(C(=O)N2CCCC(N3CCN(c4ccc(F)cc4)CC3)C2)o1 (stereo unspecified)	3	9	3	-8.8	-3	6	-5	4	6
CC(NC(=O)c1ccccc1NC(=O)c1ccco1)c1ccccc1 (stereo unspecified)	2	10	0	0.0	7	-3	0	1	3
Cc1cc2oc(=O)cc(CSc3nnc(-c4cccs4)o3)c2cc1C(C)C	-4	-13	4	8.2	7	-11	-1	-22	-17
COc1ccccc1Nc1ccc2nonc2c1[N+](=O)[O-]	-2	6	0	-4.5	6	2	1	-3	19
Cc1nc2ccccc2nc1OCc1cccc(Cl)c1	7	-8	0	-0.2	5	-1	-6	-8	-2
COc1ccc(S(N)(=O)=O)cc1-c1nnc2c3ccccc3c(C)nn12	3	13	0	-0.4	12	8	0	-3	12
CCN(c1ccc(OC)cc1)S(=O)(=O)c1nnc(NC(=O)c2ccccc2Cl)s1	-3	20	3	-1.0	1	-2	6	-6	-4
CCC(c1nnnn1-c1ccc2c(c1)OCCO2)N1CCN(c2ccc(F)cc2)CC1 (stereo unspecified)	8	/	19	/	19	-23	5	-1	/

# Single records, as listed above. Values in the order: M4 antag	CRFR2-BP antag	CHRM4 agonist	CRFBP-R2 agonist	CHRM5 antagonist	M5 PAM	CHRM5 agonist	CHRM4 PAM	M1 PAM
# Entry for COCCNC(=O)C(NC(=O)C1CCC(C)CC1)C(C)C (stereo unspecified) : -5	-1	1	-0.1	-4	1	4	3	-1
# Entry for O=C(c1ccco1)N1CCN(S(=O)(=O)N2CCOCC2)CC1 : 3	26	0	-0.2	-2	-2	2	4	7
# Entry for COc1ccc(C(=O)NC(=S)NNC(=O)[C@H]2C[C@@H]2c2ccccc2)cc1OC : -7	-4	28	38	14	-5	10	-21	11
# Entry for CCn1c(=O)c(C(=O)NNC(=O)c2ccccc2F)c(O)c2ccccc21 : -3	27	4	100*	3	5	-1	-11	17
# Entry for Cc1cc(C)c(C(=O)N2CCCC(N3CCN(c4ccc(F)cc4)CC3)C2)o1 (stereo unspecified) : 3	9	3	-8.8	-3	6	-5	4	6

# Random excerpt: two records from the list.
Molecule	M4 antag	CRFR2-BP antag	CHRM4 agonist	CRFBP-R2 agonist	CHRM5 antagonist	M5 PAM	CHRM5 agonist	CHRM4 PAM	M1 PAM
Cc1cc(C)c(NC(=O)CNC(=O)c2ccc3c(=O)n4c(nc3c2)CCC4)c(C)c1	0	19	0	-2.4	3	-11	1	-2	11
CSc1ccc(Cc2ccc(Cl)cc2Cl)nn1	12	-4	-2	0.1	3	-1	-3	-5	1

# More entries:
SMILES | M4 antag | CRFR2-BP antag | CHRM4 agonist | CRFBP-R2 agonist | CHRM5 antagonist | M5 PAM | CHRM5 agonist | CHRM4 PAM | M1 PAM
COc1cc(-n2c(=O)c3ccccc3n(CC(=O)c3ccccc3)c2=O)cc(OC)c1OC | -3 | -4 | 1 | 1.8 | -2 | -3 | 0 | -5 | 2
O=C1NC(c2cccs2)C(C(=O)c2ccccc2)C(O)(C(F)(F)F)N1 (stereo unspecified) | 2 | -1 | 3 | 0.4 | 3 | -4 | 2 | -6 | -1
O=C(Nc1ccsc1C(=O)O)c1cccc(Oc2ccccc2)c1 | -2 | 6 | -2 | -0.9 | 1 | 4 | 1 | 4 | 8
CC(C)CN(C(=O)COC(=O)c1c2c(nc3ccccc13)CCC2)c1c(N)n(Cc2ccccc2)c(=O)[nH]c1=O | 5 | -14 | 2 | 0.7 | -1 | -4 | -4 | 6 | 3
CCOC(=O)C1=C(N)n2c(s/c(=C\c3ccco3)c2=O)=C(C(=O)OCC)C1c1ccco1 (stereo unspecified) | -8 | -10 | 1 | 1.0 | 0 | -3 | 2 | 7 | 10
CN1C(C)(C)CC(NC(=O)c2ccco2)CC1(C)C | 0 | -13 | 0 | 0.3 | 3 | -5 | -8 | -3 | -6
COc1ccc2oc3cc(C)[n+]([O-])c(-c4ccc(Cl)cc4)c3c2c1 | 24 | -35 | 0 | -3.0 | 7 | 2 | -1 | -3 | 6
COc1cc(NC(=O)CCS(=O)(=O)c2ccc3nc(C)sc3c2)cc(OC)c1OC | -17 | 2 | 1 | 0.6 | 1 | 8 | -4 | 0 | 6
CCS(=O)(=O)Nc1ccc(C(=O)CC2(O)C(=O)Nc3ccc(Br)cc32)cc1 (stereo unspecified) | 1 | -12 | 1 | 0.8 | 0 | 2 | -1 | 6 | 3
Cc1ccccc1Cc1c(C)nc2c(C(=O)NCc3ccco3)cnn2c1C | 0 | 35 | 2 | 0.5 | -7 | 4 | 2 | 2 | 2
